Bioassay records (PubChem BioAssay)
SENP8 block – SENP8 protease inhibitors, primary screen, biochemical, luminescence; purified SENP8, Z-RLRGG-aminoluciferin cleavage; inhibition, % at 10 µM; 1.2% of 330,000 active; AID 2540, 2010
Target sequence (Q96LD8 whole entry, looked up): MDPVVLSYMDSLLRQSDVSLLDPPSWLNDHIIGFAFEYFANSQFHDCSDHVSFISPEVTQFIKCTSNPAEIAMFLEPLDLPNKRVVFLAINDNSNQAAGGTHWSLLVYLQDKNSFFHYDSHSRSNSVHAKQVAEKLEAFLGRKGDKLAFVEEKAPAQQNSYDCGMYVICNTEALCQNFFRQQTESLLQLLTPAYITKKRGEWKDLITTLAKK
697 NFkB inh – inhibitors of PMA/ionomycin-induced NF-kB reporter, 697 cells, primary screen, B-cell NF-kB inhibitor project, cell-based, luminescence, uHTS; 0.33% of 330,000 active; inhibition, % at 4 µM; 697 B-cell NF-kB luciferase reporter, 16 h; in the data active = inhibition above about 35%
SENP7 inh – SENP7 protease inhibitors, primary screen, biochemical, luminescence, uHTS; AID 434973, 2010; inhibition, % at 5 µM; 1.5% of 330,000 active; recombinant SENP7, Z-RLRGG-aminoluciferin luminescence, 40 min;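 active = inhibition above about 50% at the single test dose, limit read from the data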;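 also: plate controls were DMSO with enzyme for no effect and no enzyme buffer wells for full effect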
Target sequence (Q9BQF6 706-1050 limits assumed): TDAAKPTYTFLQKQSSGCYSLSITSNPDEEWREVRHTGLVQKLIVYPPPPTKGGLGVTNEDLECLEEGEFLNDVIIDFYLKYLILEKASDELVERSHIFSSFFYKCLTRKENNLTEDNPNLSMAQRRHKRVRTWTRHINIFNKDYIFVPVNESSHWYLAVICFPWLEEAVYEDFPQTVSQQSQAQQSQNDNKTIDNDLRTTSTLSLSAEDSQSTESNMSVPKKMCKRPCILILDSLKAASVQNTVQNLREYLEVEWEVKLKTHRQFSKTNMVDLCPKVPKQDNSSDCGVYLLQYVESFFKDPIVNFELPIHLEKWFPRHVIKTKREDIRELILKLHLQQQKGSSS
Jurkat NFkB inh – inhibitors of induced NF-kB luciferase reporter, primary screen, TCR NF-kB activation inhibitor project, cell-based, luminescence, uHTS | Jurkat, PMA/ionomycin-induced NF-kB luciferase reporter | inhibition, % at 4 µM | 0.53% of 330,000 active
Apaf-1 inh – inhibitors of human Apaf-1 apoptosome, primary screen, biochemical, DEVD-Rh110 fluorescence, uHTS; Apoptotic protease-activating factor 1 (Homo sapiens), O14727; reconstituted apoptosome caspase-3 activity; inhibition, % at 20 µM; 0.71% of 330,000 active; AID 489030, 2010; active = inhibition of at least 40% at 20 µM;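 also: plate controls were DMSO wells for no effect and DEVD-CHO caspase inhibitor wells for full effect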
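Assay system: Apoptosome proteins | Medium: pH 7.5 Hepes buffer with CHAPS, BSA, DTT | Also added: Cytochrome c and DEVD-Rh110 substrate | Times: 30 min plus 50 min, RT | Detection: Rhodamine 110 fluorescence at Ex 480/Em 540 nm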
UBC13 polyUb – UBC13 polyubiquitin chain formation inhibitors, primary screen, biochemical, TR-FRET, uHTS; Ubiquitin-conjugating enzyme E2 N (Homo sapiens), P61088; inhibition, % at 20 µM; 0.47% of 330,000 active; AID 485273, 2010; in the data active = inhibition above about 45%, passing the limit was not always enough; inconclusive = no clear call, values can overlap the other calls
Target sequence (P61088 whole entry, looked up): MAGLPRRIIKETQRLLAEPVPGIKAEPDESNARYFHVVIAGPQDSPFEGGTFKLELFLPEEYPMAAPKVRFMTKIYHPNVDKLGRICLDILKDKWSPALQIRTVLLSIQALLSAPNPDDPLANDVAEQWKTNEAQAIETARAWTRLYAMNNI
Gli-Sufu antag – Gli-Sufu pathway antagonists, primary screen, luciferase luminescence, Sufu-KO-LIGHT cells, uHTS | Sufu-KO-LIGHT fibroblasts, Gli luciferase reporter luminescence | 0.74% of 340,000 active | inhibition, % at 5 µM;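 active = inhibition above about 55%, limit read from the data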;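 also: 0% = DMSO-treated cells and 100% = wells with medium but no cells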
HKDC1 inh – HKDC1 hexokinase inhibitors, primary screen, biochemical, fluorescence, uHTS. Q2TB90. recombinant HKDC1, G6PDH/diaphorase resazurin coupled fluorescence. inhibition, % at 20 µM. 0.16% of 340,000 active. AID 493160, 2011;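 active = inhibition above about 35% when tested at 20 µM, limit read from the data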;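 also: plate controls were DMSO wells with enzyme for no effect and DMSO wells lacking enzyme for full effect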
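Assay system: recombinant HKDC1 hexokinase; detection: coupled resazurin fluorescence, excitation 525 nm, emission 613 nm; benchmarks: DMSO-plus-enzyme-mix negative control, buffer-substituted positive control; compound dosing: single 20 µM dose; schedule: 90 min at room temperature in dark; also added: glucose plus 1 mM ATP as hexokinase substrates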
An asterisk follows results filed as active; ? = inconclusive; nt = not tested or not shown. Rule as the data show it, unless noted: active = inhibition above about 50%; inactive = the rest.

1. O=C(Nc1ccc(F)cc1)c1cc(Cl)sc1Cl
2. CN(C)S(=O)(=O)c1ccc(N2CCCC2)c(C(=O)Nc2nc3ccccc3s2)c1
3. O=C1C(c2ccncc2)N(CCC2=CCCCC2)C(=O)CN1C1CCCCC1 (centres undefined)
4. Cn1c(=O)[nH]c(=O)c2c1nc(N1CCCCC1)n2CC(O)COc1ccc([N+](=O)[O-])cc1 (centres undefined)
5. CCN(Cc1cccc(F)c1)C(=O)c1ccc2ccccc2n1
6. O=C(OCCN=C1NS(=O)(=O)c2ccccc21)C1CC(=O)N(c2ccc(Cl)cc2)C1 (centres undefined)
7. CCOC(=O)Cn1c(C)cc(=O)c2ccccc21
8. CCC(C)CCN1C(Nc2ccccc2)=NC[C@@H]1C (some centres undefined)
Screen / compound no.,1,2,3,4,5,6,7,8
UBC13 polyUb,-3,?,1,-19,4,-9,3,-6
SENP8 block,16,3,-8,-7,6,-10,1,0
697 NFkB inh,-13,-30,12,-52,-7,13,10,10
Jurkat NFkB inh,-5,-40,11,-28,-1,-3,5,7
Apaf-1 inh,-7,12,-8,6,3,-1,-8,-2
Gli-Sufu antag,-3,-6,1,5,16,1,6,14
HKDC1 inh,-6,-4,2,-2,-5,-1,0,-2
SENP7 inh,9,5,2,-15,5,-1,-6,5

9. Cc1ccc(CNC(=O)CCS(=O)(=O)c2cc3c(cc2C)NC(=O)CO3)cc1
10. O=c1c2cc(-c3ccccc3)sc2ncn1/N=C/c1ccco1
11. COc1ccccc1N1CCN(S(=O)(=O)c2ccc(-c3cnc(C4CC4)o3)cc2)CC1
12. CC/C(=N\NC(N)=O)c1ccc(OC)c(OC)c1
13. O=C(O)c1cc(Nc2cc(Cl)c3nonc3c2[N+](=O)[O-])ccc1O
14. Cc1ccc(C(=O)NC2CCCCCC2)cc1N1CCCC1=O
15. COC(=O)C1=C(C(=O)OC)[C@@H]2N(Cc3ccccc3)c3ccccc3[C@@]23C[C@@H](C(=O)OC)N(C(=O)CC(C)C)C3=N1
16. Cc1ccc(C(=O)Nc2ccc(S(=O)(=O)NCc3ccco3)cc2)cc1
Screen / compound no.,9,10,11,12,13,14,15,16
UBC13 polyUb,4,-4,-6,4,-52,5,-6,5
SENP8 block,2,15,-2,7,-15,-6,2,-3
697 NFkB inh,21,-51,-61,22,3,17,11,-43
Jurkat NFkB inh,-3,-47,-23,-16,-4,-3,7,-7
Apaf-1 inh,1,24,12,-16,16,-1,12,7
Gli-Sufu antag,9,11,6,-5,4,-13,24,-9
HKDC1 inh,2,-2,3,-6,11,-2,6,0
SENP7 inh,0,3,-2,-3,-11,3,-6,2

17. O=C(Cc1ccccc1)Nc1ccc(NC(=O)c2cccs2)cc1
18. COc1cccc(CNC(=O)Cc2csc(Nc3nc(=S)[nH]c4ccccc34)n2)c1
19. CCOC(=O)C1CCN(C(=O)c2ccc(Cl)c(Cl)c2)CC1
20. Cc1ccc(C(=O)N2CCN(c3ncccn3)CC2)cc1S(=O)(=O)N1CCCCC1
21. O=C(Nc1nnc(SCCC2OCCO2)s1)C1CC(=O)N(c2ccc(F)cc2)C1 (centres undefined)
22. Cc1cc(-c2nnc(CCC(=O)NC(C)(C)C34CC5CC(CC(C5)C3)C4)o2)no1
23. Cc1cc(C)cc(NC(=O)CN(C)S(=O)(=O)c2cnc[nH]2)c1
24. CC(=O)N1CCN(c2ccccc2NC(=O)COc2ccc(Br)cc2)CC1
Screen / compound no.,17,18,19,20,21,22,23,24
UBC13 polyUb,-7,-8,-6,-12,-6,-8,11,5
SENP8 block,-4,3,-6,-8,2,1,-6,-3
697 NFkB inh,-18,10,-1,-51,-40,1,2,-9
Jurkat NFkB inh,-17,-1,-13,-19,11,-8,8,-8
Apaf-1 inh,11,-12,-5,7,7,-55,-1,-10
Gli-Sufu antag,-8,1,-1,-10,-2,24,-3,-3
HKDC1 inh,5,-5,-6,6,-1,-5,0,7
SENP7 inh,-12,-2,16,-8,-5,7,1,-1

25. O=C(CCc1nc2ccccc2s1)N1CCN(S(=O)(=O)c2cccs2)CC1
26. O=C(/C=C1\NC2(CCCC2)Cc2ccccc21)C(=O)N/N=C/c1ccccc1O
27. Cc1ccc(C)c(CN2C(=O)C(C)Oc3ccc(C)cc32)c1 (centres undefined)
28. CC#CCNCc1ccccc1
29. CN(C)C(=O)CCc1ccc2c3c([nH]c2c1)[C@]1(CCC2CCCC2)[C@@H](C(=O)N2CCOCC2)C[C@H](CC(=O)NC(C)(C)C)C(=O)N1CC3
30. CCN(CC(N)=O)S(=O)(=O)c1ccc(Br)cc1
31. Cc1cc(C)c(NC(=O)CSc2nc3ccccc3c(=O)n2CCCN2CCOCC2)c(C)c1
32. O=C(NNC1CC(c2ccccc2)=NN1C(=O)c1ccccc1)c1ccccc1 (centres undefined)
Screen / compound no.,25,26,27,28,29,30,31,32
UBC13 polyUb,-1,-37,6,7,nt,-8,-2,2
SENP8 block,-7,0,5,3,nt,-5,-9,3
697 NFkB inh,11,-42,7,-22,9,-6,7,10
Jurkat NFkB inh,-3,-10,-1,6,nt,-3,-1,4
Apaf-1 inh,7,11,9,-3,11,-3,16,-5
Gli-Sufu antag,8,23,8,17,21,1,3,nt
HKDC1 inh,-1,-1,-8,1,1,-11,-6,1
SENP7 inh,-4,-10,-2,7,8,-3,-6,4

33. Cc1nn(Cc2c(Cl)cccc2Cl)c(C)c1NC(=O)CCCn1nc(C)c([N+](=O)[O-])c1C
34. C=CCNc1nc2ccccc2nc1NS(=O)(=O)c1ccc(F)cc1
35. COCCCN(CC(=O)NCc1ccccc1)S(=O)(=O)c1ccc(C)cc1
36. COc1ccc(C(CNC(=O)Cn2[nH]c(=O)c3ccccc3c2=O)N2CCCC2)cc1 (centres undefined)
37. O=S(=O)(c1ccc(Cl)cc1)N1c2ccccc2Oc2nc3ccccc3nc21
38. CS(=O)(=O)c1ccc(NCCc2ccccn2)c([N+](=O)[O-])c1
39. COc1ccc(NC(=O)C(NC(C)=O)C(=O)NCc2ccc(F)cc2)cc1 (centres undefined)
40. Cc1ccc(NC(=O)CN(C)C(=O)CSc2nnc(NC(C)C)s2)cc1
Screen / compound no.,33,34,35,36,37,38,39,40
UBC13 polyUb,9,0,0,7,-4,-8,-8,-7
SENP8 block,-4,-8,-7,-2,2,8,3,-5
697 NFkB inh,9,4,3,14,2,22,-28,9
Jurkat NFkB inh,-4,-4,3,-16,26,6,-2,-2
Apaf-1 inh,-8,12,-3,-2,-1,-2,-3,6
Gli-Sufu antag,-4,2,4,10,-20,-11,-1,-7
HKDC1 inh,-15,6,-4,-1,3,-6,-7,-6
SENP7 inh,3,-8,6,3,-3,0,9,-12

41. CN=C(Nc1ccccc1)SC1CC(=O)N(c2ccc(C(=O)OC)cc2)C1=O (centres undefined)
42. Cc1cc(C)c(NC(=O)Cn2nnc(C(=O)NCc3ccco3)c2N)c(C)c1
43. COc1ccc(CCNC(=O)c2cnccn2)cc1
44. CNc1nc(N)c([N+](=O)[O-])c(Nc2cccc(Cl)c2)n1
45. Clc1ccc(C(c2ccccc2Cl)C(Cl)Cl)cc1 (centres undefined)
46. Cc1nc2c(C#N)c[nH]n2c(=O)c1CCO
47. Cc1ccc(-n2c(SCC(=O)N/N=C/c3ccccc3C(=O)O)nnc2-c2ccccc2)cc1
48. CS(=O)(=O)N(CC(=O)NCc1ccccn1)c1ccc2c(c1)OCCO2
Screen / compound no.,41,42,43,44,45,46,47,48
UBC13 polyUb,1,-9,0,-11,11,3,-9,0
SENP8 block,3,1,0,1,5,1,-6,-7
697 NFkB inh,15,26,-5,-23,-4,14,14,-6
Jurkat NFkB inh,-15,2,-3,3,10,5,7,-2
Apaf-1 inh,14,-22,5,-16,2,-24,2,6
Gli-Sufu antag,6,10,-13,-42,0,2,6,3
HKDC1 inh,2,-3,6,7,2,-5,-3,10
SENP7 inh,7,0,4,0,-5,0,-1,-6

49. CN(C)CCCNC(=S)N1CCC(c2nc3ccccc3[nH]2)CC1
50. CCC(CC)NCCOC(=O)c1ccc([N+](=O)[O-])cc1
51. Cc1ccn2c(C(=O)CSc3ccccc3)c(C)nc2c1
52. Cc1cccc(NC(=O)c2cc([N+](=O)[O-])ccc2N2CCCCC2)n1
53. NC(=O)COC(=O)c1ccccc1OCc1ccccc1
54. COc1ccc(C2=NOC(Cn3nc(C(=O)NCc4cccc(C(F)(F)F)c4)cc3-c3ccccc3)C2)cc1 (centres undefined)
55. COC(=O)c1nn(-c2cccc(C)c2)c2nnc(Cc3ccccc3)c(=O)n12
56. CN(C)c1ccc(C(=O)/C=C/c2ccccc2)cc1
Screen / compound no.,49,50,51,52,53,54,55,56
UBC13 polyUb,10,2,-6,-5,-1,1,-5,-10
SENP8 block,1,10,-3,-11,1,-6,4,63*
697 NFkB inh,12,4,-44,-4,2,6,-28,-133
Jurkat NFkB inh,0,-18,-12,-6,2,3,0,-50
Apaf-1 inh,-13,0,4,6,-3,20,-2,2
Gli-Sufu antag,-7,6,-17,11,-8,30,3,nt
HKDC1 inh,-3,-7,17,-2,-3,-3,6,-5
SENP7 inh,-4,5,4,2,4,13,3,79*

57. O=C(CSCc1cnn(-c2ccccc2)c1-n1cccc1)N1CCN(Cc2ccccc2)CC1
58. CC(Oc1ccccc1Cl)C(=O)Nc1ccc(S(=O)(=O)N2CCCC2)cc1 (centres undefined)
59. CCOc1cc(C(=O)NC(C)C2CC3CCC2C3)cc(OCC)c1OCC (centres undefined)
60. O=C(c1cccc(F)c1)n1nnc2ccccc21
Screen / compound no.,57,58,59,60
UBC13 polyUb,11,3,-6,-10
SENP8 block,9,-1,-8,-9
697 NFkB inh,-7,4,20,-16
Jurkat NFkB inh,-5,1,-14,-17
Apaf-1 inh,16,23,2,-3
Gli-Sufu antag,7,-11,7,2
HKDC1 inh,1,5,-1,-2
SENP7 inh,-10,-2,6,-8

A draw from above in order of SMILES length, lowest first:
60. O=C(c1cccc(F)c1)n1nnc2ccccc21
53. NC(=O)COC(=O)c1ccccc1OCc1ccccc1
51. Cc1ccn2c(C(=O)CSc3ccccc3)c(C)nc2c1
49. CN(C)CCCNC(=S)N1CCC(c2nc3ccccc3[nH]2)CC1
59. CCOc1cc(C(=O)NC(C)C2CC3CCC2C3)cc(OCC)c1OCC (centres undefined)
48. CS(=O)(=O)N(CC(=O)NCc1ccccn1)c1ccc2c(c1)OCCO2
58. CC(Oc1ccccc1Cl)C(=O)Nc1ccc(S(=O)(=O)N2CCCC2)cc1 (centres undefined)
55. COC(=O)c1nn(-c2cccc(C)c2)c2nnc(Cc3ccccc3)c(=O)n12
57. O=C(CSCc1cnn(-c2ccccc2)c1-n1cccc1)N1CCN(Cc2ccccc2)CC1
54. COc1ccc(C2=NOC(Cn3nc(C(=O)NCc4cccc(C(F)(F)F)c4)cc3-c3ccccc3)C2)cc1 (centres undefined)
Screen / compound no.,60,53,51,49,59,48,58,55,57,54
UBC13 polyUb,-10,-1,-6,10,-6,0,3,-5,11,1
SENP8 block,-9,1,-3,1,-8,-7,-1,4,9,-6
697 NFkB inh,-16,2,-44,12,20,-6,4,-28,-7,6
Jurkat NFkB inh,-17,2,-12,0,-14,-2,1,0,-5,3
Apaf-1 inh,-3,-3,4,-13,2,6,23,-2,16,20
Gli-Sufu antag,2,-8,-17,-7,7,3,-11,3,7,30
HKDC1 inh,-2,-3,17,-3,-1,10,5,6,1,-3
SENP7 inh,-8,4,4,-4,6,-6,-2,3,-10,13
